# D2 antagonist – D2 dopamine receptor (human) antagonism; 2% of 340,000 active; AID 485344; inhibition, % at 10 µM; HEK293 TREx D2 cells, calcium flux, dopamine EC80; P14416; in the data active means inhibition above about 30%; further: 0% is about no effect
# Target sequence (P14416 whole entry, looked up): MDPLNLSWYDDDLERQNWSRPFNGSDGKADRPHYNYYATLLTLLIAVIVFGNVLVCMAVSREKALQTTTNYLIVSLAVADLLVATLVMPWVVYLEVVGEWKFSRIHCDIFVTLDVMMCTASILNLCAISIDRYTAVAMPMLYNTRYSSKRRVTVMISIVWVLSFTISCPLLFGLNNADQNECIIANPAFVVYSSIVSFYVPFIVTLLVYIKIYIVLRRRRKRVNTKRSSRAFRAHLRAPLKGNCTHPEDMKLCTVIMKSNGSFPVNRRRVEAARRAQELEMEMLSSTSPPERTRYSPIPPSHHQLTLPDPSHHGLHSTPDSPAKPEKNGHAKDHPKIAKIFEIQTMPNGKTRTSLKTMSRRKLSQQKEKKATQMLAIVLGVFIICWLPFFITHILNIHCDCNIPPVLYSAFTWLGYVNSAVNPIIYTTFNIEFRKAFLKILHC
#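 Compounds are added to dye-loaded, induced HEK293 T-REx cells coupled to calcium release via D2; after a 3 min kinetic read an EC80 dopamine stimulus is given and fluorescence is recorded for 3 more min.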
# D1 potentiator – human D1 dopamine receptor positive modulation. potentiation, % at 10 µM. HEK293 TREx D1 cells, calcium flux, dopamine EC20 potentiation. P21728. 0.036% of 360,000 active. AID 504651; in the data active means potentiation above about 30%; further: 0% is about no effect
# TRHR PAM – allosteric enhancers of human TRH receptor | 0.66% of 360,000 active | TRHR cells, fluo-8 calcium fluorescence, EC20 TRH enhancement | P34981 | enhancement, % at 2 µM; in the data active means enhancement above about 30%; further: 0% is about no effect
# Target sequence (P34981 whole entry, looked up): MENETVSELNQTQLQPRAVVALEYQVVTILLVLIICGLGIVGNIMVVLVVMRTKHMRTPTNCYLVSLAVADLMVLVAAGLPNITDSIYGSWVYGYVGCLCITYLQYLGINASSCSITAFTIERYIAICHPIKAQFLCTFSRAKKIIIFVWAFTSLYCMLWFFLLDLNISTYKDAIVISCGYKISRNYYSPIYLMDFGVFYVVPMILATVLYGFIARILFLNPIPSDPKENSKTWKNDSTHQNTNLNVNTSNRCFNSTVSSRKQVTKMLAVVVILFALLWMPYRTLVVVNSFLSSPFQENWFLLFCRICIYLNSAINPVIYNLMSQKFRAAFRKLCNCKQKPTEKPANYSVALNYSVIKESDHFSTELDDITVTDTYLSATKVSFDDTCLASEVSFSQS
#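 Enhancer read-out: after compound pinning and an initial kinetic agonist-mode read, an EC20 of TRH (10 nM final) was injected and fluo-8 calcium signal (Ex 480/Em 530) followed at 1 s/cycle for 100 cycles in TRHR-expressing cells.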
# RXFP1 antagonist – antagonists of human relaxin receptor RXFP1; activity change, negative = inhibition, % at 57.5 µM; 0.59% of 350,000 active; HEK293-RXFP1, relaxin-stimulated cAMP HTRF, 30 min; active compounds read low; AID 1259400;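 active means activity change of -60% or lower, but not beyond a set lower limit; inconclusive means change between -60% and -40%, or beyond the set limit; inactive means change above -40%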; further: on the % scale 0 is the no-effect control and ±100 the full control effect
# RXFP1 agonist – agonists of human relaxin receptor RXFP1 | Q9HBX9 | HEK293T-RXFP1 cAMP TR-FRET, 30 min; response scale: percent of porcine relaxin response, buffer zero | Potency, µM (doses to about 57.5 µM), for the others: at the highest dose activation, actives largely listed as activators | 0.3% of 370,000 active | AID 2676; active means well fitted activation curve with a large enough effect; inconclusive means small, poorly fitted or top-dose-only effect; further: potency means the concentration at half of the fitted maximal effect; on the % scale 0 is the no-effect control and ±100 the full control effect; nearly all actives have a fitted effect of over 60% in size; many of its hits are not listed in these tables
#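 cAMP rise read by TR-FRET after 30 min, 37C compound exposure (up to 58 uM) in RXFP1-transfected HEK293 cells with Ro 20174 present. EC50 from Hill-equation fits, with 29 nM porcine relaxin as 100% and buffer as basal.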
# D1 ag – agonists of human D1 dopamine receptor | P21728 | HEK293 T-REx D1 cells, calcium flux, agonist mode | activation, % at 2 µM | 1% of 360,000 active; in the data active means activation above about 30%; further: 0% is about no effect
#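 Agonism was scored from calcium flux recorded over 180 s (1 read/s) after pintool compound addition, following a 10-cycle baseline. Cells were inducible force-coupled HEK293 TREx D1, plated overnight at 30 C and loaded with no-wash calcium dye.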
# D2 ag – agonists of human D2 dopamine receptor | HEK293 T-REx D2 cells, calcium flux agonist mode | activation, % at 2 µM | 0.53% of 340,000 active | AID 485358;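 active means activation over 3 SD above normal in the single-dose calcium agonist read, cut at about 30% in these data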; further: 0% is about no effect
#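 Agonism is scored from calcium flux in a force-coupled, inducible HEK293 cell line expressing D2, read kinetically for 180 s after compound addition against dopamine controls.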
# D2 PAM – positively modulates the human D2 dopamine receptor allosterically | P14416 | HEK293 T-REx D2, calcium flux, EC20 dopamine potentiation | potentiation, % at 10 µM | 0.34% of 340,000 active;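 active means potentiation over 3 SD above the plate norm, cut at about 30% in these data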; further: 0% is about no effect
#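 Primary screen. Calcium kinetics in induced HEK293 T-REx D2 cells: compound pre-addition 180 s, EC20 dopamine, 180 s more.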
# D1 antagonist – human D1 dopamine receptor antagonism. HEK293 TREx D1 cells, calcium flux, dopamine EC80; active compounds read low. 3.2% of 360,000 active. activity change, negative = inhibition, % at 10 µM; in the data active means activity change below about -30%; further: on the % scale 0 is the no-effect control and ±100 the full control effect
#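 Allosteric or orthosteric antagonism assessed as attenuation of the calcium response to EC80 dopamine, added 180 s after compound, in induced HEK293 Trex D1 cells loaded with no-wash calcium dye.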
# Numbers without * were called inactive; ? = inconclusive; · = no result given; & = joins results of further samples. A portion of the library. The share of hits here may be higher or lower than overall.
molecule	D2 antagonist	D1 potentiator	TRHR PAM	RXFP1 antagonist	RXFP1 agonist	D1 ag	D2 ag	D2 PAM	D1 antagonist
CCOc1ccc(-n2c(SCc3nc(-c4cccs4)no3)nnc2-c2ccncc2)cc1	-8	3	-2	1	0.5%	3	-0.9	-8	-4
CC1CC(C)CN(S(=O)(=O)c2ccc(NC(=O)CN3C(=O)NC(C)(c4ccccc4)C3=O)cc2)C1 (configuration not stated)	0	-3	2	-2	-1.1%	1	0.2	-2	6
O=C(Cc1ccc(F)cc1)Nc1c(C(=O)N2CCN(c3ncccn3)CC2)oc2ccccc12	4	3	-9	-3	8.6%	2	11	-3	-6
Cc1cccc(N2CC(=O)N(c3cccc(C)c3)CC2=O)c1	-5	0	1	0	1.2%	4	-0.8	0	-11
CCn1c(C(=O)Nc2c(C)cccc2C)cc2sc(Cl)cc21	·	-9	-5	?	7.3%	1	-0.5	24	-42*
O=C(O)c1ccc(-c2nc3ccccc3[nH]2)cc1	15	5	0	-13	1.4%	3	1.0	-13	5
Cc1ccnc(NS(=O)(=O)c2ccc(NC(=O)C(C)(C)C)cc2)n1	-14	0	-1	1	0.8%	1	0.9	10	21
CCc1cccc(NC(=O)C2CCCN2S(=O)(=O)c2ccccc2C(F)(F)F)c1 (configuration not stated)	21	-7	-3	-21	1.1%	2	-1.0	3	-5
CCOC(=O)c1[nH]ncc1CN1CCCC(C(=O)c2cccc3ccccc23)C1 (configuration not stated)	-5	-4	4	-1	-0.9%	19	-1.0	-12	-10
O=C(Cc1ccccn1)c1ccccc1	-1	-5	0	·	-1.2%	1	-0.7	-8	-6
COc1ccc(C(=O)Nc2nc(-c3ccc(S(=O)(=O)N4CCOCC4)cc3)cs2)cc1	11	-4	-5	-16	3.1%	4	0.3	-6	·
Cc1cccc(NC(=O)C(=O)NCC(c2ccc3c(c2)OCO3)N2CCN(c3ccccc3)CC2)c1 (configuration not stated)	·	-6	10	-13	0.9%	1	·	2	-24
O=C(NCc1ccc(Cl)cc1)C1CCN(S(=O)(=O)Cc2ccccc2)CC1	·	2	15	6	-2.3%	3	1.1	5	4
COc1ccccc1Nc1cc(C(=O)NCc2cccs2)c2ccccc2n1	·	-3	-4	·	3.3%	2	-0.5	-16	-6
CC(SCc1ccccc1)C(=O)NC1CCCC1 (configuration not stated)	7	-6	-1	-20	2.3%	1	-0.1	2	-2
COc1ccc2c(c1)CC(C(=O)Nc1c(C)cc(C)cc1C)CO2 (configuration not stated)	·	-3	4	3	-1.5%	0	0.0	6	-8
O=C(c1ccc(Cl)cc1)N1N=CCC1(O)c1ccc(Cl)cc1 (configuration not stated)	-2	-1	0	-5	0.1%	1	0.0	2	4
Cn1cnnc1Sc1ccc(C(=O)OCC(=O)Nc2cc(Cl)cc(Cl)c2)cc1[N+](=O)[O-]	5	1	-2	9	1.7%	2	0.8	-20	17
C=CCn1c(SCC(=O)Nc2cc(C)on2)nc2sc3c(c2c1=O)CCCC3	-5	1	12	4	2.0%	-2	0.3	0	33
O=c1[nH]c(Cc2ccccc2)nc2ccccc12	-1	3	4	-6	1.8%	0	-0.4	-1	-9
CC(=O)c1ccc(OCc2cccc(C(F)(F)F)c2)cc1O	-5	5	-5	-16	0.4%	6	0.2	0	-1
CCCCNC(=O)c1onc(CSc2ccc(Cl)cc2)c1C(=O)O	-16	-2	14	·	1.0%	2	-0.4	7	-3
O=C(NCc1ccncc1)Nc1ccc2c(c1)OCO2	-23	-1	3	21	1.3%	3	0.4	12	-9
Cc1ccc(S(=O)(=O)N2CCOCC2)cc1NC(=O)COC(=O)c1n[nH]c(=O)c2ccccc12	4	3	1	-12	16%	-5	-0.9	-6	-10
Cc1ccc(NC(=O)CSc2nnc(C)n2C2CC2)cc1S(=O)(=O)N1CCOCC1	1	-1	6	3	0.5%	4	-0.5	1	-7
CN(CC(=O)NCc1ccccc1F)S(=O)(=O)c1ccc(Cl)cc1	20	-1	-3	11	-2.0%	1	0.2	3	-23
CCCCNC(=O)Nc1nnc(-c2ccc(OCC)cc2)o1	-12	-2	8	-17	1.0%	-1	0.0	18	·
O=C(O)c1ccc(NC(=O)c2ccc(Cl)c(S(=O)(=O)N3CCCCCC3)c2)cc1	·	0	1	·	0.6%	0	0.1	1	22
Cc1cccc(N2C(=O)C(Cc3ccccc3)NC2=S)c1 (configuration not stated)	-9	0	-3	-12	0.6%	3	-0.9	-6	22
O=C(Nc1cccc(N2C(=O)C3CCCCC3C2=O)c1)c1ccccc1 (configuration not stated)	1	-4	1	-2	0.9%	5	-0.2	13	-18

# Some of these compounds in order of the TRHR PAM value, lowest first:
smiles | D2 antagonist | D1 potentiator | TRHR PAM | RXFP1 antagonist | RXFP1 agonist | D1 ag | D2 PAM | D1 antagonist
CC(=O)c1ccc(OCc2cccc(C(F)(F)F)c2)cc1O | -5 | 5 | -5 | -16 | 0.4% | 6 | 0 | -1
COc1ccccc1Nc1cc(C(=O)NCc2cccs2)c2ccccc2n1 | · | -3 | -4 | · | 3.3% | 2 | -16 | -6
Cc1cccc(N2CC(=O)N(c3cccc(C)c3)CC2=O)c1 | -5 | 0 | 1 | 0 | 1.2% | 4 | 0 | -11

# The listing continues:
molecule	D2 antagonist	D1 potentiator	TRHR PAM	RXFP1 antagonist	RXFP1 agonist	D1 ag	D2 ag	D2 PAM	D1 antagonist
Cc1ccc(S(=O)(=O)N(Cc2ccc(Cl)cc2)c2ccccc2C(=O)NCc2cccnc2)cc1	·	-8	-12	17	2.2%	12	·	2	-18
O=C(NC(CC1CCCCC1)C(=O)O)c1ccccc1 (configuration not stated)	15	2	7	·	0.4%	2	0.5	19	14
COc1cc2c(cc1OC)n(CC(=O)Nc1ccc(C)cc1C)c(=O)n1nc(-c3ccccc3)nc21	·	0	-2	·	4.8%	1	-0.1	-6	2
COC(=O)c1ccc(S(=O)(=O)NCc2ccc(S(N)(=O)=O)cc2)o1	-4	-2	-2	1	1.5%	2	0.7	-1	-23
O=C(NC(=S)N1CCN(c2ccc(Cl)cc2[N+](=O)[O-])CC1)c1cccs1	-5	14	2	-65*	-1.2%	0	-0.6	0	12
COc1ccc(CCNc2oc(COc3ccccc3F)nc2C#N)cc1OC	-4	-4	-5	-4	2.5%	0	0.4	-13	-7
COc1ccccc1CC(=O)N1CCCC1	-7	-1	-3	2	1.0%	2	0.5	-2	-3
COc1cccc(CC2(CO)CCCN(Cc3cc(F)ccc3-n3cccn3)C2)c1 (configuration not stated)	-17	3	19	1	2.0%	0	0.5	-14	-9
CCOCCc1nnc(NC(=O)C(C)Oc2ccccc2)s1 (configuration not stated)	-9	0	0	-8	-0.1%	5	0.4	0	23
Cc1ccccc1NC(=O)COC(=O)CCc1c[nH]c2ccccc12	-49	·	1	15	0.2%	15	-0.2	3	-6
CC(NC(=O)Cc1ccc(NC(=O)N2CCSc3ncccc32)cc1)c1ccccc1 (configuration not stated)	·	-4	-1	-15	-0.4%	3	-0.6	-3	-15
CCn1c(SCC(=O)Nc2cc(F)ccc2C)nnc1-c1ccccc1O	-9	0	-5	0	0.3%	6	-0.1	7	-13
CCOc1ccc(NC(=O)C(c2ccccn2)N(C(=O)CCl)c2ccc(F)cc2)cc1 (configuration not stated)	2	-1	11	3	0.5%	4	-0.1	15	18
Cc1ccc(C(=O)NC(=S)N2CCCCCC2)cc1	-22	-2	-2	3	1.3%	1	-1.2	5	17
Cc1cc(Cl)c(S(=O)(=O)NC2CCCC2)cc1OCC(N)=O	-9	0	6	-2	0.0%	5	0.1	3	1
CCCCc1ccc(NC(=S)NCc2cccnc2)cc1	0	-12	1	7	0.5%	6	-1.0	-1	-10
COC(=O)c1ccc(CSc2nnc(-c3ccncc3)n2Cc2ccccc2)o1	-2	3	7	0	2.0%	1	-1.5	2	23
Cc1cc(NCC(C)C)n2ncnc2n1	-8	4	-2	3	1.4%	1	0.5	10	6
O=C(COC(=O)/C=C/c1ccc(C(F)(F)F)cc1)NCC1CCCCC1	10	-7	7	5	0.1%	0	0.3	-8	-23
COc1ccc(CNC(=O)C(=O)NCC(c2ccco2)N2CCOCC2)cc1 (configuration not stated)	-14	-3	-1	2	-1.4%	6	-1.5	4	-6
Cc1nc(SCc2ccccc2)[nH]c(=O)c1CC(=O)OCC(C)C	5	-3	2	4	-0.4%	8	0.0	-3	-9
Cc1cc(OCC(=O)NCc2ccccn2)cc(C)c1Br	-8	3	-1	1	0.5%	1	-1.7	5	-1
CCOC(=O)C1CCN(C(=S)Nc2ccc(C)cc2)CC1	2	5	-5	3	1.6%	3	-0.7	-2	0
CCCc1c(C)c2ccc(O)c(CN3CCN(c4ccc(F)cc4)CC3)c2oc1=O	·	4	-4	-14	0.3%	4	-0.7	-10	-8
COc1ccc(NS(=O)(=O)c2cc(S(C)(=O)=O)ccc2C)cc1	-14	0	3	-8	0.4%	5	-0.1	10	-5
CCOC(=O)C1CCN(C(=O)COC(=O)COc2ccc(Cl)cc2)CC1	7	-7	6	2	0.1%	2	3.7	1	8
COc1cc(C(c2nnnn2C(C)(C)C)N2CCN(c3nc4ccccc4s3)CC2)ccc1O (configuration not stated)	-4	1	-1	-3	0.0%	4	0.4	10	-3
COc1ccc(-c2cc(=O)oc3c4c(ccc23)OCN(Cc2ccccc2)C4)cc1	·	-3	-4	-14	11%	14	·	-12	-25
O=C(NCc1ccccc1)c1cc2ccccc2o1	10	1&-4	-9&8	-4&-13	3.2%&2.4%	1&0	0.2&-0.4	-6&12	-13&-12
CC1=C(C(=O)OCCOc2ccccc2)C(c2ccc(C)o2)C2=C(CC(C)(C)CC2=O)N1 (configuration not stated)	0	-3	-1	-9	2.0%	4	-1.6	8	-3
O=C(N/N=C\c1cccc(Cl)c1)c1n[nH]c2c1CCCC2	-16	-3	-5	11	0.2%	3	-1.0	-3	3
O=S(=O)(c1ccccc1)c1nc(-c2ccccc2)oc1NCCCN1CCOCC1	48*	4	1	-8	0.8%	5	-0.3	-25	-15
Cc1ccc2nc(-c3ccc(Cl)c(NC(=O)c4ccc(Br)o4)c3)oc2c1	·	0	-9	·	2.3%	1	·	4	-9
NC(=O)C1CCN(C(=O)c2ccccc2NC(=O)c2nsc3ccccc23)CC1	·	0	30	5	?	0	-0.5	·	8
O=C(CSc1nc2c([nH]c3ccccc32)c(=O)n1-c1ccccc1)N1CCCc2ccccc21	·	-3	-2	21	-2.4%	1	0.0	7	9
CCOc1ccccc1-c1nc(CN2CCN(C(=O)c3ccco3)CC2)c(C)o1	-8	-2	-9	-6	1.9%	0	2.8	-13	4

# Compound activity (PubChem BioAssay)
